TEAD-YAP block: TEAD-YAP interaction inhibition | HEK-TIYL cells, TEAD-Gal4/YAP UAS-luciferase luminescence | inhibition, % at 9.12 µM | 640,000 tested, 1.4% active; in the data active = inhibition above about 32%;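 also: 0% = median of test compound wells and 100% = reference inhibitor wells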
GPR151 activ: activates the human receptor GPR151; Q8TDV0; PathHunter beta-arrestin GPR151 cells, luminescence; activation, % at 11.2 µM; 650,000 tested, 1% active; in the data active = activation above about 4.9%;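 also: 0% = median of compound wells and 100% = cells with positive control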
Target sequence (Q8TDV0 whole entry, looked up): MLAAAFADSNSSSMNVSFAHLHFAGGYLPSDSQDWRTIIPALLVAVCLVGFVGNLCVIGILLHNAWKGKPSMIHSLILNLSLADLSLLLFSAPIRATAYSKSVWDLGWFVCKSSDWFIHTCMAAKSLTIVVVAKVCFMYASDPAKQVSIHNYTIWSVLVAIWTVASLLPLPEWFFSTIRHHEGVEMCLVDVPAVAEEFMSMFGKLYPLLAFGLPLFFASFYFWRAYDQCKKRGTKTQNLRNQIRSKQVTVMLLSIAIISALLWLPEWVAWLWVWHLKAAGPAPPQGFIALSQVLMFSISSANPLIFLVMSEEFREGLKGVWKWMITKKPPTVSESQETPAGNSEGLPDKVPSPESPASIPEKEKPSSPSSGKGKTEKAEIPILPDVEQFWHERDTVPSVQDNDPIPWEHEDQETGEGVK
FBW7 act: human FBW7 E3 ligase activation, primary screen; normalized activity (activation), % at 26.1 µM; AlphaScreen FBW7–phospho-cyclin E peptide binding, activator screen; 650,000 tested, 0.13% active; Q969H0; in the data active = normalized activity above about 1.9%;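 also: purified mutant Fbw7 with reduced substrate affinity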
MITF inh: inhibitors of human MITF | O75030 | AlphaScreen MITF homodimerization, bead proximity signal | inhibition, % at 2.6 µM | 650,000 tested, 0.91% active | AID 1259374; in the data active = inhibition above about 50%;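 also: 0% = vehicle wells with protein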
Target sequence (O75030 whole entry, looked up): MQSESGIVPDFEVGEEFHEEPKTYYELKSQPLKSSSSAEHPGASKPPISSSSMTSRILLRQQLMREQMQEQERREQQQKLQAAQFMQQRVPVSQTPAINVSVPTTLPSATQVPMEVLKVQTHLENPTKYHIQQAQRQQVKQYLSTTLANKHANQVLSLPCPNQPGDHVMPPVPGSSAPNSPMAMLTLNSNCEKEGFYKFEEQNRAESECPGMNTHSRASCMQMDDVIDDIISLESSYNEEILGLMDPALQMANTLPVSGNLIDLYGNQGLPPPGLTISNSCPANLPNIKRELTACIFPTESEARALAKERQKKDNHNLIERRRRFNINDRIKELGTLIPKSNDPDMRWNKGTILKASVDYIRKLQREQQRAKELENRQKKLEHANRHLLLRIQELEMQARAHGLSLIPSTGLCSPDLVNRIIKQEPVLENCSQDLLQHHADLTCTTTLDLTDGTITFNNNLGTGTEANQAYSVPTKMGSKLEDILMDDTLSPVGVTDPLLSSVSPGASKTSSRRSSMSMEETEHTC
An asterisk follows results filed as active.

SMILES | TEAD-YAP block | GPR151 activ | FBW7 act | MITF inh
CCCCN(CC)C(=O)c1sc2ncn(Cc3ccccc3F)c(=O)c2c1C | -4.7 | -0.2 | -0.1 | 1.2
COc1ccc(C)cc1N(CC(=O)N1CCN(Cc2ccccc2)CC1)S(C)(=O)=O | 1.5 | -0.3 | -0.1 | 8.8
NS(=O)(=O)c1ccc(NC(=S)Nc2ccc3c(c2)OCCO3)cc1 | -4.5 | 0.0 | -0.1 | -1.6
COc1cc(CNc2ncc(-c3cccc(C(=O)O)c3)n3ccnc23)cc(OC)c1OC | -0.8 | -0.3 | 0.0 | 3.9
CCc1cc(=O)[nH]c(NC2CCN(S(=O)(=O)c3ccc4c(c3)OCCO4)CC2)n1 | 0.6 | -0.1 | -0.3 | -3.2
Cn1nc(C(=O)Nc2cccc(Cl)c2)cc1Cl | -32.6 | -0.3 | 0.0 | 11.6
Cc1ccc(S(=O)(=O)N2CCCCC2CCNC(=O)C(=O)Nc2ccccc2C)cc1 (stereo unspecified) | 4.6 | -0.3 | 0.3 | 3.2
CCOc1ccc(NC(=O)CC2S/C(=N\N=C(/C)C(C)(C)C)NC2=O)cc1 (stereo unspecified) | 4.5 | 0.8 | -0.1 | 10.4
Cc1ccc2[nH]c(=O)c(CN(C(=O)c3ccco3)C3CC3)cc2c1 | -10.8 | 0.7 | -0.1 | -6.3
O=[N+]([O-])c1cccc(N=Cc2cc([N+](=O)[O-])ccc2O)c1 | -0.1 | 2.1 | 0.1 | 17.1
COc1cccc(OC(=O)c2cc3cc(Br)cc(Br)c3oc2=O)c1 | -2.9 | 0.0 | -0.1 | -3.8
COCCNc1ccnc2c(-c3ccc4c(c3)OCO4)cnn12 | 50.7* | -2.4 | 0.2 | 9.9
OC(COc1ccccc1)Cn1cnc2ccccc21 (stereo unspecified) | -11.0 | 0.6 | -0.2 | 3.3
CCCCSc1nnc2c(n1)OC(c1cccc(C)n1)Nc1ccccc1-2 (stereo unspecified) | -9.4 | -0.3 | -0.1 | 18.0
O=C(N/N=C/c1ccncc1)c1cc([N+](=O)[O-])cc([N+](=O)[O-])c1O | 15.2 | -1.5 | 0.3 | 16.1
CC(C)Oc1ccc(N2CC(O)=C(c3nc4ccccc4s3)C2=N)cc1 | -10.1 | 0.7 | 0.0 | -11.2
COC(=O)C1=CN(Cc2ccc(Cl)cc2)C=C(C(=O)OC)C1c1cccc(O)c1 | 10.1 | -0.6 | 1.0 | 12.9
c1csc(-c2nnc(CSc3nnc(-c4cccs4)n3CC3CCCO3)o2)c1 (stereo unspecified) | -1.5 | 2.2 | 0.1 | 6.9
Cc1cc(=O)n2nc(N3CCC(C(=O)NCCCc4ccccc4)CC3)sc2n1 | -9.5 | -0.3 | 0.4 | -13.3
COc1cc(/C=C/C(=O)Nc2ccc3nc(N4CCOCC4)cc(C)c3c2)cc(OC)c1OC | 28.6 | -0.3 | 1.0 | 8.6
Cc1ccc(NC(=O)c2cccc(S(=O)(=O)N3CCCC3)c2)cc1 | -8.5 | -0.3 | 0.9 | -6.3
COc1ccc(/C=C/C(=O)Nc2ccccc2OC)cc1Br | -11.4 | 1.7 | 0.0 | -18.3
Cc1cc(C)c2nc(NC(=O)c3ccc(S(=O)(=O)N4CC(C)CC(C)C4)cc3)sc2c1 (stereo unspecified) | 7.2 | -0.7 | 0.0 | -2.4
Fc1ccc(CNc2ncnc3c2c(-c2ccccc2)cn3-c2ccc(Cl)cc2)cc1 | 1.2 | -0.3 | 0.1 | -30.1
O=[N+]([O-])c1ccc(N/N=C/C2CCCCC2)cc1 | -26.9 | 1.4 | 0.1 | 7.5

Next section.
SMILES | TEAD-YAP block | GPR151 activ | FBW7 act | MITF inh
COc1ccc(NC(=O)CCCCCn2c(SCc3ccccc3F)nc3ccsc3c2=O)cc1 | 0.1 | 4.1 | 0.0 | 7.1
CCn1cc(CCC(=O)NCc2ccccc2)c2ccccc21 | 4.3 | 1.7 | 0.1 | 3.1
Cc1sc2nc(NCCO)[nH]c(=O)c2c1C | 1.2 | 0.3 | 0.2 | 0.1
CN1CCN(CC(=O)Nc2ccc([N+](=O)[O-])cc2)CC1 | 3.0 | 4.1 | 0.1 | -4.0
CN(C)c1nc2ccccc2n2cnnc12 | 3.6 | 1.0 | -0.1 | 8.7
NS(=O)(=O)c1ccc(CNC(=O)c2cc3c(s2)CCCC3)cc1 | -72.5 | -1.9 | 0.2 | -11.0
COc1ccc(CC(CC(=O)O)C(=O)Nc2ccc([N+](=O)[O-])cc2)cc1 (stereo unspecified) | -2.9 | 1.2 | 0.2 | 0.6
O=[N+]([O-])c1cccc(S(=O)(=O)N2CCN(C(c3ccccc3)c3ccccc3)CC2)c1 | 2.5 | -0.3 | -0.3 | 4.4
Cc1cc(C)n(CC(O)COc2ccc(Cl)cc2Cl)n1 (stereo unspecified) | -54.5 | -0.8 | 1.0 | 17.0
COc1ccc(NC2=NCC(=O)N2Cc2ccccc2)cc1 | -4.0 | -1.4 | -0.1 | -7.0
Cc1ccc([N+](=O)[O-])cc1S(=O)(=O)N1CCC(Cc2ccccc2)CC1 | -5.4 | 0.0 | -0.3 | 0.9
O=C(O)COc1cc2oc(=O)c3c(c2cc1Cl)CCCC3 | 13.8 | -0.9 | 0.2 | 10.6
CCCCSc1nnc(-c2ccc3[nH]c(C)c(C)c3c2)n1-c1ccccc1 | 2.9 | -0.2 | 0.0 | -7.7
O=C(COC(=O)CNS(=O)(=O)c1ccccc1)Nc1cc(Cl)ccc1[N+](=O)[O-] | 0.3 | 1.7 | 0.2 | -1.4
O=C(CS(=O)(=O)c1nnnn1-c1ccccc1)Nc1ccc(Br)cc1 | -1.1 | -0.6 | 0.0 | -12.8
CCOC(=O)Cn1c(=O)c2c(nc3n(C4CCCCC4)c(C)cn23)n(C)c1=O | 1.2 | -0.1 | 0.2 | 7.6
CN1C(=O)C2(C(C#N)=C(N)Oc3c2oc(CO)cc3=O)c2ccccc21 (stereo unspecified) | 9.4 | 0.8 | -0.1 | 5.3
O=C(NC1CC1)c1cccc(Nc2ccc(-n3ccnc3)cc2)n1 | -14.4 | 1.7 | 0.0 | -1.5
CCOC(=O)/C(C#N)=N/Nc1cc(OC)c(NC(C)=O)cc1OC | 0.1 | -0.9 | -0.2 | -1.2
CC1Oc2cccnc2N(Cc2ccccc2Cl)C1=O (stereo unspecified) | -5.8 | -0.5 | -0.1 | 7.6
CC(=O)N1c2ccc(S(=O)(=O)N3CCCC(C(=O)N4CCOCC4)C3)cc2CC1C (stereo unspecified) | -0.3 | -2.7 | -0.2 | -7.3
Cc1cc(C2SCc3cc(C)c(C)cc3CS2)c(O)c([N+](=O)[O-])c1 | 8.5 | -0.8 | 0.0 | 7.6
Cc1ccccc1C(=O)NC1CCN(C(=S)Nc2ccccc2)CC1 | -10.2 | -0.9 | 0.0 | -13.4
COc1ccc2nc(NC3=NCC(=O)N3)nc(C)c2c1 | -5.0 | 2.0 | -0.1 | -15.8
O=C(Nc1ccc(Br)cc1)c1cc(S(=O)(=O)N2CCCc3ccccc32)ccc1Cl | 1.3 | 0.3 | 0.0 | 1.6

Continuation:
SMILES | TEAD-YAP block | GPR151 activ | FBW7 act | MITF inh
C(=C\c1nnc2c3ccccc3ncn12)/c1ccccc1 | 11.9 | -1.1 | 0.1 | 6.2
CCOc1ccccc1-n1c(=S)sc2c(=O)n(-c3ccc(F)cc3)c(SCC(=O)NCc3ccco3)nc21 | -2.4 | 5.4* | -0.1 | -1.1
CCCCc1nnc(NC(=O)Cn2cnc3ccccc3c2=O)s1 | 10.3 | 0.5 | -0.1 | 6.2
Cc1ccc2c(c1)-c1c(cnn1CC(=O)NC(C)c1ccc3c(c1)OCCO3)CO2 (stereo unspecified) | 17.6 | 2.8 | -0.1 | 9.3
Cc1nn(C)c(C)c1-c1cc(NCCc2ccc(O)cc2)ncn1 | -10.0 | 0.1 | 0.1 | 8.3
Cc1cc(Nc2ccccc2)n(C(=O)c2ccc(N)cc2)n1 | 0.1 | -0.5 | 0.1 | -22.0
C/C(=N/NC(=O)CNc1ccccc1C)c1ccc(Br)cc1 | -6.1 | -0.4 | -0.1 | -10.0
CCOC(=O)C1=C(C)N=c2s/c(=C\c3cc(C)n(-c4ccc(F)cc4)c3C)c(=O)n2C1c1ccc(OC)c2ccccc12 (stereo unspecified) | 12.3 | 0.9 | 0.1 | 9.0
O=C(Nc1nnc(-c2ccc(F)cc2)o1)c1ccc(Br)cc1 | 3.0 | 2.6 | 0.1 | -18.8
CS(=O)(=O)N(CC(=O)Nc1ccccc1Sc1ccccc1)C1CCCCC1 | -10.3 | 1.2 | -0.3 | -15.9
CCCNC(=O)Nc1nc2ccccc2s1 | -69.2 | -3.2 | 0.0 | -7.4
COc1ccc(-c2nnc(NC(=O)C3CCCN3C(=O)NC3CCCCC3)s2)cc1 (stereo unspecified) | -3.7 | 0.7 | -0.2 | -2.1
CCNc1oc(-c2ccccc2)nc1S(=O)(=O)c1ccccc1 | 1.5 | 1.0 | 0.0 | -11.0
Cn1c(=O)c2ncn(CC(=O)N/N=C/c3ccccc3)c2n(C)c1=O | -5.9 | 0.2 | -0.1 | 9.0
C/C(=N\NC(N)=O)c1cc2c(ccc3ccccc32)oc1=O | -7.3 | -0.7 | -0.2 | -1.8
Cn1cnnc1SCC(=O)Nc1ccc2nc(SCc3ccccc3F)sc2c1 | -56.2 | -0.5 | 0.0 | -8.6
CCN(CC)C(=O)CSc1nc2c(cc1C#N)CCC2 | 4.2 | 0.4 | -0.1 | -11.7
C=C(C)CNC(=O)CCc1nnc(Cc2cccc(C(F)(F)F)c2)o1 | -37.1 | 0.7 | 0.0 | 5.0
COc1ccc(C(=O)N(Cc2nc(-c3ccccc3)no2)C(C)C)c(OC)c1 | -4.5 | -0.6 | -0.1 | 5.2
COc1ccc(C/C(N)=N/OC(=O)C(c2ccccc2)c2ccccc2)cc1OC | 3.5 | 0.5 | 0.0 | 1.7
O=C(CCN1CCN(c2ccccc2F)CC1)Nc1ccc(Cl)cc1 | -4.2 | -0.1 | -0.2 | 5.6
O=C(N[C@H]1C[C@H]2C(=O)N[C@@H](Cc3c[nH]c4ccccc34)C(=O)N2C1)c1ccccc1Cl | -9.3 | 1.4 | 0.0 | -8.0
NC(=O)c1c(NC(=O)c2ccc(Cn3cc(Cl)cn3)cc2)sc2c1CCCC2 | -0.3 | 0.4 | 0.5 | 5.2
Cc1ccc2c(c1)CN(C1CCCC1)CC(C)O2 (stereo unspecified) | -2.3 | -0.5 | -0.2 | -16.6
COC(=O)C(Cc1ccc(OC(F)F)cc1)NC(=O)OC(C)(C)C (stereo unspecified) | -26.0 | -0.3 | 0.0 | -2.1

A portion from further up, for reference:
SMILES | TEAD-YAP block | GPR151 activ | FBW7 act | MITF inh
C(=C\c1nnc2c3ccccc3ncn12)/c1ccccc1 | 11.9 | -1.1 | 0.1 | 6.2
CCOc1ccccc1-n1c(=S)sc2c(=O)n(-c3ccc(F)cc3)c(SCC(=O)NCc3ccco3)nc21 | -2.4 | 5.4* | -0.1 | -1.1
CCCCc1nnc(NC(=O)Cn2cnc3ccccc3c2=O)s1 | 10.3 | 0.5 | -0.1 | 6.2
Cc1ccc2c(c1)-c1c(cnn1CC(=O)NC(C)c1ccc3c(c1)OCCO3)CO2 (stereo unspecified) | 17.6 | 2.8 | -0.1 | 9.3
Cc1nn(C)c(C)c1-c1cc(NCCc2ccc(O)cc2)ncn1 | -10.0 | 0.1 | 0.1 | 8.3
Cc1cc(Nc2ccccc2)n(C(=O)c2ccc(N)cc2)n1 | 0.1 | -0.5 | 0.1 | -22.0
C/C(=N/NC(=O)CNc1ccccc1C)c1ccc(Br)cc1 | -6.1 | -0.4 | -0.1 | -10.0
CCOC(=O)C1=C(C)N=c2s/c(=C\c3cc(C)n(-c4ccc(F)cc4)c3C)c(=O)n2C1c1ccc(OC)c2ccccc12 (stereo unspecified) | 12.3 | 0.9 | 0.1 | 9.0
O=C(Nc1nnc(-c2ccc(F)cc2)o1)c1ccc(Br)cc1 | 3.0 | 2.6 | 0.1 | -18.8
CS(=O)(=O)N(CC(=O)Nc1ccccc1Sc1ccccc1)C1CCCCC1 | -10.3 | 1.2 | -0.3 | -15.9
CCCNC(=O)Nc1nc2ccccc2s1 | -69.2 | -3.2 | 0.0 | -7.4
COc1ccc(-c2nnc(NC(=O)C3CCCN3C(=O)NC3CCCCC3)s2)cc1 (stereo unspecified) | -3.7 | 0.7 | -0.2 | -2.1
CCNc1oc(-c2ccccc2)nc1S(=O)(=O)c1ccccc1 | 1.5 | 1.0 | 0.0 | -11.0
Cn1c(=O)c2ncn(CC(=O)N/N=C/c3ccccc3)c2n(C)c1=O | -5.9 | 0.2 | -0.1 | 9.0

Later entries.
SMILES | TEAD-YAP block | GPR151 activ | FBW7 act | MITF inh
CCOC(=O)/C=C/C(=O)N1CCN(C(=O)/C=C/C(=O)OCC)CC1 | 2.5 | -0.4 | -0.1 | -11.8
Cc1c(C(c2cc(Br)c(O)c(O)c2Br)c2c(C)n(C)n(-c3ccccc3)c2=O)c(=O)n(-c2ccccc2)n1C | -5.1 | -0.2 | -0.4 | 8.4
CC(C)(C)c1ccc(C(=O)N2CCCCCC2=O)cc1 | 55.2* | -0.7 | -0.1 | -6.8
Cc1nc2ccc(NC(=O)N3CCSCC3)cc2nc1C | -2.2 | -1.2 | 0.7 | 34.4
COC(=O)c1ccccc1OCc1ccc([N+](=O)[O-])cc1 | -7.7 | 1.1 | -0.1 | -5.9
COc1cc(OC)c(C2C(C#N)=C(N)Oc3n[nH]c(-c4cccs4)c32)c(OC)c1 (stereo unspecified) | 5.6 | 0.8 | -0.6 | 3.0
CC(C)n1cnc2c(NCCCN3CCCC3=O)nc(NCc3ccc4c(c3)OCO4)nc21 | 4.2 | 2.9 | 0.1 | 0.5
Cc1noc(C)c1C(=O)N(Cc1ccccc1)c1ccccc1 | 8.2 | 0.5 | 0.5 | 7.5

Source: PubChem (The Scripps Research Institute Molecular Screening Center)
